Assay outcomes: PubChem, Sanford-Burnham Center for Chemical Genomics
SENP1 inh – blocks the human SENP1 SUMO protease catalytic domain; Q9P0U3; AID 624204; inhibition, % at 10 µM; recombinant SENP1 catalytic domain, CyPet-SUMO1-YPet FRET cleavage; actives 0.21% (n = 360,000);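 active means inhibition at least 30% at 10 µM, raw YFP signal under a set limit, fluorescence ratio 0.5 to 1.5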;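 further: 0% = enzyme with DMSO and 100% = no enzyme wells; some results filed as inactive read as strong as hits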
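Compound: 10 µM single point, 0.5% DMSO; Test system: hSENP1 catalytic domain, recombinant; Timing: 50 min reaction at room temperature; Technique: FRET, CFP and YFP emission; Control set: no-enzyme wells low, DMSO-plus-enzyme wells high control.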
MIN6 prolif – MIN6 beta-cell proliferation induction; actives 0.29% (n = 330,000); proliferation, % at 10 µM; MIN6 cells proliferation, ATPlite luminescence, 48 h; cells starved in 0.2% serum; 100% = growth in 10% serum;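 active means compounds whose signal lies at least 3.5 SD above the mean of all wells on their plate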;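 further: 0% = DMSO-treated cells in low-serum medium and 100% = 10% serum control; some compounds called inactive have numbers as strong as hits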
hIAP activ – increases human intestinal alkaline phosphatase activity; activation factor at 10 µM; purified human IAP, CDP-Star luminescence, 30 min; active compounds read high; 1 = vehicle-only enzyme, 0 = enzyme-free background; actives 0.16% (n = 330,000); AID 2524; P09923;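 active means activation factor of the enzyme at least 2-fold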; further: the source names both 10 and 20 µM as test concentration; values of inactives mirror those of a sister screen read the other way
NLRP3 yeast inh – blocks the NALP3 inflammasome reconstituted in yeast. Yeast reconstituted NLRP3/ASC/caspase-1, beta-gal luminescence, 24 h. inhibition, % at 10 µM. actives 0.39% (n = 330,000). AID 2825;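 active means inhibition of 50% or more; inactive means inhibition below 50%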;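 further: plate controls were induced DMSO wells for no effect and uninduced yeast grown without galactose for full effect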
mIAP act – increases mouse intestinal alkaline phosphatase activity. activation factor at 10 µM. actives 0.24% (n = 330,000). AID 2805. muIAP, CDP-Star luminescence, 30 min; active compounds read high; 1 = vehicle-only enzyme signal, 0 = enzyme-free wells;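 active means activation factor of at least 2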; further: the source names both 10 and 20 µM as test concentration; values of inactives mirror those of a sister screen read the other way
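Assay system: mouse IAP enzyme; Reagent: CDP-Star chemiluminescent phosphatase substrate; Compound: DMSO-dissolved test compounds; Incubation: 30 min, room temperature; Technique: luminescence from enzymatic CDP-Star hydrolysis; Controls: DMSO-only wells and no-enzyme negative control.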
A3G deaminase – blocks human APOBEC3G single-stranded DNA deamination. actives 0.28% (n = 330,000). AID 493012. Q9HC16. recombinant A3G, ssDNA deamination FAM/TAMRA fluorescence. inhibition, % at 20 µM;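 active means inhibition of at least 40% at 20 µM, with no more than 30% in the related APOBEC3A deaminase screen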;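 further: plate controls were DMSO wells with A3G for no effect and wells lacking A3G enzyme for full effect; some compounds called inactive have numbers as strong as hits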
mIAP block – mouse IAP inhibition; actives 0.2% (n = 330,000); purified mouse IAP, CDP-Star luminescence, 30 min; inhibition, % at 10 µM; AID 2806;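 active means inhibition of at least 40% at 10 µM in the primary screen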;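 further: plate controls were DMSO with enzyme for no effect and no enzyme wells for full effect; values of inactives mirror those of a sister screen read the other way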
A3A deaminase – blocks human APOBEC3A ssDNA deamination; P31941; recombinant A3A, FAM/TAMRA ssDNA deamination fluorescence; inhibition, % at 20 µM; actives 0.41% (n = 330,000); AID 493011;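 active means at least 40% inhibition at 20 µM here, with at most 30% in a related deaminase screen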;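 further: plate controls were A3A with DMSO for no effect and wells lacking A3A enzyme for full effect; some results filed as inactive read as strong as hits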
hIAP block – blocks human intestinal alkaline phosphatase; P09923; purified IAP, CDP-Star luminescence, 30 min; inhibition, % at 10 µM; actives 0.12% (n = 330,000); AID 2544;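 active means inhibition reaching a set limit with compound at 10 µM in the primary screen, cut at about 35% in these data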;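 further: plate controls were DMSO wells with enzyme for no effect and no-enzyme buffer wells for full effect; values of inactives mirror those of a sister screen read the other way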
Numbers without * were called inactive; · = not tested or not shown. Only part of the results is shown; count on the stated rates, not on these rows.

SMILES | SENP1 inh | MIN6 prolif | hIAP activ | NLRP3 yeast inh | mIAP act | A3G deaminase | mIAP block | A3A deaminase | hIAP block
O=C(NCc1ccc2c(c1)OCO2)c1ccc(NC(=O)C2CCCO2)cc1 (configuration not stated) | -2 | -1 | 1.1 | 12 | 0.96 | -6 | 4 | -5 | -10
Cc1cc(C)cc(C(=O)NC(=S)Nc2ccc(Cc3ccncc3)cc2)c1 | -2 | -3 | 1.1 | 19 | 0.91 | -8 | 9 | -9 | -5
CC1CN(CCCCN2C(=O)c3ccccc3C2=O)CC(C)O1 (configuration not stated) | 0 | -2 | 1 | 23 | 1 | -6 | 0 | 0 | -1
CCn1nc(C(=O)NNC(=O)COc2ccccc2C)c2ccccc2c1=O | -2 | -2 | 1.4 | -6 | 1 | -4 | -2 | -5 | -44
O=c1[nH]nc(Cc2ccccc2)c2ccccc12 | 2 | 0 | 1.1 | 19 | 1 | -3 | -3 | 18 | -5
Cc1cccc(N2CC(C(=O)Nc3ccc(S(=O)(=O)Nc4nccs4)cc3)CC2=O)c1C (configuration not stated) | 1 | 0 | 0.92 | 25 | 0.94 | -8 | 6 | -3 | 8
N#C/C(=C\c1ccc(OCc2ccccc2)cc1)C(=O)Nc1ccc(C(=O)O)cc1 | · | -3 | 0.95 | 34 | 0.86 | -4 | 14 | 0 | 5
CN(CCCNC(=O)C1CCN(S(=O)(=O)c2cccc3nsnc23)CC1)Cc1ccccc1 | 3 | 1 | 0.84 | -8 | 0.9 | -1 | 10 | -1 | 16
O=C(C[n+]1ccccc1)N/N=C/c1ccccc1[N+](=O)[O-] | 2 | -2 | 0.99 | 11 | 0.81 | -7 | 19 | 1 | 1
CCCCN(C)C(=O)c1nc2ccccn2c1CN1CCN(C(=O)c2cccs2)CC1 | -2 | -1 | 1.1 | 9 | 0.97 | -6 | 3 | -2 | -10
CCOC(=O)N1CCN(Cc2nc3ccc([N+](=O)[O-])cc3c(=O)n2-c2ccc(OC)cc2OC)CC1 | 2 | -2 | 1.1 | 6 | 0.92 | -8 | 8 | -6 | -7
Cc1occc1C(=O)Nc1cc(S(=O)(=O)N2CCOCC2)ccc1OC(C)C | -1 | 5 | 0.98 | 4 | 1 | -3 | -1 | -2 | 2
O=C(CCNC(=O)c1ccc(Br)cc1)NC1CCCCCC1 | 0 | -7 | 1.2 | -2 | 1.1 | -4 | -10 | 0 | -19
O=C(CN1C(=O)NC2(CCCC2)C1=O)NNC(=O)c1ccccc1 | 2 | 6 | 0.94 | 0 | 1 | -10 | 0 | -2 | 6
COc1ccccc1Oc1ccccc1C(=O)O | 2 | -2 | 1 | 4 | 1.1 | -5 | -9 | -5 | -3
CCCCn1c(/N=C/c2c[nH]c3ccccc23)nc2ccccc21 | -9 | -5 | 0.78 | 27 | 0.96 | -5 | 4 | -2 | 22
NNc1nc(-c2ccccc2)nc2sc3c(c12)CCCC3 | -3 | -5 | 1 | 43 | 1.1 | -10 | -10 | -3 | -4
COc1ccc(CCn2c(O)c(C3=c4ccccc4=NC3=O)sc2=S)cc1OC | 0 | -1 | 1.2 | 10 | 0.99 | 1 | 1 | -1 | -22
CC[C@@H]1[C@H]2CCCC(=O)N3CC[C@@H](C[C@H]1O)[C@@H]23 | 2 | -1 | 0.97 | 20 | 0.94 | 1 | 6 | 1 | 3
O=C(COc1ccccc1)c1cn(CC(=O)N2CCCC2)c2ccccc12 | 0 | -2 | 1.1 | -5 | 1.1 | -2 | -6 | -3 | -13
CCOc1ncccc1C(=O)OCC(=O)NCc1cccs1 | 2 | -2 | 0.89 | 16 | 0.98 | -4 | 2 | -2 | 11
Cc1ccccc1NC(=O)NCC1CCN(Cc2cccc(Cl)c2)CC1 | 1 | -2 | 1.1 | -5 | 1.7 | -11 | -72 | -6 | -6
OCC[C@@H]1C[C@@H](O)[C@H](O)[C@]2(OCCCc3ccccc32)O1 | 0 | 1 | 1.1 | 18 | 1 | -8 | -4 | -1 | -6
Nc1nc(-c2ccccc2)cs1 | 3 | -3 | 1.1 | 20 | 1.1 | -3 | -8 | -2 | -10
CCOCCCN(C)C1CCN(C(=O)c2oc3ccccc3c2NC(=O)Cc2ccc([N+](=O)[O-])cc2)CC1 | 3 | -2 | 0.99 | 2 | 0.89 | -6 | 11 | -4 | 1
O=C(CCc1ccccn1)N1CCCC(N2CCN(c3cccc(C(F)(F)F)c3)CC2)C1 (configuration not stated) | -2 | -2 | 0.92 | 3 | 0.97 | -5 | 3 | -2 | 8
CCOc1ccccc1N(CC(=O)NC1CCCCC1)C(=O)c1nsc(Cl)c1Cl | 1 | -1 | 0.95 | -5 | 1 | -3 | -2 | 34 | 4
COC(=O)Cn1c(=NC(=O)C(C)C)sc2c(C)cc(C)cc21 | 0 | 4 | 0.89 | 20 | 1 | -2 | -3 | 0 | 11
O=C(CC1SC(N2CCCCC2)=NC1=O)Nc1cccc(C(F)(F)F)c1 (configuration not stated) | 1 | -5 | 1.1 | -8 | 1.1 | -2 | -8 | 1 | -6
CC(=C\c1ccco1)/C=C(\C#N)C(=O)NCCc1c[nH]c2ccccc12 | -5 | -2 | 0.88 | 12 | 0.84 | 11 | 16 | 11 | 12
COc1ccc(CC(=O)NCC(=O)N/N=C/c2c[nH]c3ccccc23)cc1 | 1 | -1 | 0.91 | 14 | 0.94 | -4 | 6 | 1 | 9
N#Cc1ccc(OCC(O)CN2CCC(C(O)(c3ccccc3)c3ccccc3)CC2)cc1 (configuration not stated) | -1 | 0 | 1 | 1 | 1 | -1 | -2 | -2 | -2
COc1ccc(C(C)=O)cc1CC(=O)NCCCn1ccnc1 | -4 | -2 | 1.1 | 14 | 0.99 | -11 | 1 | -4 | -5
CSCC[C@H](NC(=O)[C@H](Cc1ccccc1)n1c(=O)[nH]c2ccccc2c1=O)C(=O)N1CCC[C@H]1C(=O)O | 2 | -4 | 0.97 | 0 | 0.95 | -10 | 5 | -4 | 3
O=C(COC(=O)c1cccs1)c1ccccc1 | 2 | -2 | 1.1 | -32 | 0.97 | -6 | 3 | -2 | -11
O=C(C1=C[C@@H]2[C@H]3C(=O)N(c4ccccc4)C(=O)[C@H]3[C@@H](C(=O)c3ccc(Cl)cc3)N2C=C1)c1ccccc1 | · | 1 | 1 | 6 | 0.85 | -9 | 15 | -4 | -1
CCn1nc(C)cc1C(=O)N1CCCC(C(=O)c2ccccc2SC)C1 (configuration not stated) | 1 | -1 | 0.99 | 2 | 0.95 | -3 | 5 | -5 | 1
COc1ccc(OC)c(NS(=O)(=O)c2ccc(-c3coc(C)n3)cc2)c1 | 2 | -1 | 0.98 | -10 | 0.94 | -7 | 6 | -1 | 2
CCN1CCN(CCNC(=O)Nc2ccc([N+](=O)[O-])cc2)CC1 | 0 | -2 | 1 | 11 | 0.94 | 2 | 6 | 1 | -3
Cc1ccccc1C(=O)NCCCn1ccnc1 | 2 | -2 | 0.96 | -4 | 0.92 | -6 | 8 | -2 | 4
COc1ccc(CCNC(=O)c2ccc(CS(=O)(=O)c3ccc(Cl)cc3)o2)cc1OC | 1 | -2 | 0.81 | -2 | 1 | -7 | 0 | -4 | 19
Cc1ccc2c(c1)C1CN(C)CCC1N2CC(=O)N(C)c1ccccc1 (configuration not stated) | 1 | 1 | 1.1 | 23 | 1.1 | 19 | -6 | 51* | -9
COc1ccc(NC(=S)N2CCN(C/C=C/c3ccccc3)CC2)cc1 | 2 | 0 | 0.79 | 21 | 0.96 | -1 | 4 | 2 | 21
Cc1cc(C)n(/N=C/c2c[nH]c3ccccc23)c(=O)c1C#N | -1 | -3 | 0.99 | -9 | 0.92 | 0 | 8 | 2 | 1
Cc1[nH]c2ccccc2c1SCC(=O)N1CCCCC1 | 1 | -3 | 1 | 23 | 1.1 | -8 | -9 | -3 | -1
O=C(NCc1ccccn1)Nc1ccccc1C(F)(F)F | -1 | -1 | 1.2 | 8 | 1.3 | -9 | -27 | -4 | -16
COc1ccc(Cl)cc1NC(=S)N1CCCC1 | -1 | -4 | 1.1 | 4 | 1.1 | 8 | -12 | -5 | -7
COc1ccc2[nH]c(C)c(C(=O)CN3CCN(C/C=C/c4ccccc4)CC3)c2c1 | -1 | -5 | 0.99 | 18 | 1.1 | -4 | -6 | 1 | 1
CCn1c(SCC(=O)OC)nnc1-c1ccccc1 | 2 | -2 | 1 | 15 | 0.95 | -5 | 5 | -1 | -5
COc1ccc(C(C)NC(=O)C23CC4CC(CC(C4)C2)C3)cc1OC (configuration not stated) | -1 | -3 | 0.91 | 15 | 1 | -5 | -3 | 0 | 10
Cc1ccc(S(=O)(=O)N2CCCC2C(=O)n2nc(C)cc2C)cc1 (configuration not stated) | 4 | 0 | 0.95 | -2 | 1.1 | -5 | -11 | 4 | 5
O=C(O)c1cccnc1SCc1cccc(Cl)c1 | 0 | 1 | 1.1 | 15 | 0.98 | -9 | 2 | -2 | -7
CN(Cc1nc(-c2ccc(C(F)(F)F)cc2)no1)C1CCOCC1 | 1 | 2 | 0.96 | 2 | 0.93 | 0 | 7 | 3 | 4
O=C(Nc1cnn(Cc2ccc(F)cc2)c1)C(c1ccccc1)c1ccccc1 | 2 | -4 | 0.97 | 15 | 1.4 | -3 | -36 | 0 | 3
O=C(Cn1nc(C(=O)O)c2ccccc2c1=O)NCc1ccco1 | 2 | 0 | 1.1 | 13 | 1 | -3 | -1 | 4 | -15
O=C(Cc1ccc(S(=O)(=O)N2CCOCC2)s1)N(Cc1ccccc1)c1ccccc1 | 2 | -4 | 1.1 | 7 | 0.95 | -9 | 5 | -1 | -5
COc1ccc(Cl)cc1NC(=O)COC(=O)CCNS(=O)(=O)c1cccs1 | 2 | 0 | 0.89 | 11 | 0.94 | -6 | 6 | -2 | 11
COc1ccc(N(CC(=O)N2CCN(c3cc(C)ccc3C)CC2)S(=O)(=O)c2c(C)noc2C)cc1 | 1 | -4 | 0.94 | 1 | 1.1 | 6 | -5 | 3 | 6
COc1ccc(NC(=S)Nc2ccc(S(=O)(=O)N3CCOCC3)cc2)c(OC)c1 | 0 | 1 | 0.97 | 11 | 0.81 | -3 | 19 | 1 | 3
O=C(/C=C/c1ccco1)N1CCN(c2ccccc2)CC1 | -4 | -3 | 1.1 | 25 | 1 | -11 | -3 | 0 | -6

Three compounds already listed, ordered by SMILES length, largest number first.
SMILES | SENP1 inh | MIN6 prolif | hIAP activ | NLRP3 yeast inh | mIAP act | A3G deaminase | mIAP block | A3A deaminase | hIAP block
O=C(Cc1ccc(S(=O)(=O)N2CCOCC2)s1)N(Cc1ccccc1)c1ccccc1 | 2 | -4 | 1.1 | 7 | 0.95 | -9 | 5 | -1 | -5
COc1ccc(NC(=S)Nc2ccc(S(=O)(=O)N3CCOCC3)cc2)c(OC)c1 | 0 | 1 | 0.97 | 11 | 0.81 | -3 | 19 | 1 | 3
COc1ccc(C(C)NC(=O)C23CC4CC(CC(C4)C2)C3)cc1OC (configuration not stated) | -1 | -3 | 0.91 | 15 | 1 | -5 | -3 | 0 | 10
